SUMO HTRF inh – inhibitors of in vitro SUMOylation cascade, primary screen, biochemical, HTRF, uHTS. HTRF SUMOylation assay, SAE1/SAE2 + UBC9. inhibition, % at 35 µM. SUMO-conjugating enzyme UBC9 (Homo sapiens), P63279. AID 2006, 2009. 290,000 tested, 0.36% active; in the data active = inhibition above about 50%, passing the limit was not always enough; also: strong numbers were not always called active
Target sequence (P63279 whole entry, looked up): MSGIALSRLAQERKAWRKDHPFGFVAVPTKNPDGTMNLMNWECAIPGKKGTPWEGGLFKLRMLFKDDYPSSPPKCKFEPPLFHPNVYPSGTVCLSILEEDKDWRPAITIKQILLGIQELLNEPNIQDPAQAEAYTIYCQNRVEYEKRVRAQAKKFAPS
MEKK2mut PB1 HTS – MEK5 binding signal on mutant MEKK2 PB1, primary screen, biochemical, multiplex bead flow cytometry, Alexa488-MEK5. AID 1530, 2009. Alexa488-MEK5 binding to MEKK2 mutant. percent response, % at 10 µM. 290,000 tested, 0.35% active; in the data active = percent response above about 24%, passing the limit was not always enough; also: inactives centre near 1; some results filed as inactive read as strong as hits; reference of the scale not given here
p-CIP stab down – p/CIP-EGFP fusion destabilizers, primary screen, fluorescence, F442A cells | Q05BA5 | 16 h | decrease of EGFP signal, % at 10 µM | 290,000 tested, 0.01% active;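 active = EGFP signal decrease of at least 30% at 10 µM or well 3 SD below plate mean, unless failing retest; inactive = the rest, including hits failing retest or dose response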; also: some compounds called inactive have numbers as strong as hits; many of its hits are not listed in these tables
IDE act – human IDE activators in live cells, primary screen, fluorescence polarization, HEK cells, FAbeta-B substrate; activation, % at 5.96 µM; FAbeta-B cleavage; 0% vehicle, 100% cell-free pure enzyme wells; Insulin-degrading enzyme (Homo sapiens), P14735; 340,000 tested, 0.073% active; AID 493087, 2011;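 active = activation above the mean of all tested compounds plus 3 SD, set per screening campaign, cut at about 17% in these data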
PfM18AAP inh – PfM18AAP inhibitors, malaria aminopeptidase, primary screen, biochemical, QFRET, recombinant enzyme | M18 aspartyl aminopeptidase (Plasmodium falciparum 3D7) | H-Glu-NHMec fluorogenic cleavage | inhibition, % at 7.35 µM | 290,000 tested, 1.2% active | AID 1822, 2009;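 active = inhibition above the campaign mean inhibition over all tested compounds plus 3 SD, cut at about 28% in these data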;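 also: 0% = plate median of test compound wells and 100% = 2 mM ZnCl2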
NALP1 inh – NALP1 inflammasome inhibitors in reconstituted yeast, colorimetric, S. cerevisiae, triplicate retest; S. cerevisiae NALP1/ASC/caspase-1 growth, X-gal OD620, 72 h; inhibition, % at 10 µM; 280,000 tested, 0.61% active; AID 2071, 2009; in the data active = inhibition mostly above about 24%, no sharp cut-off; inactive = mostly below about 32%; also: some compounds called inactive have numbers as strong as hits
MEKK3 PB1 HTS – modulators of MEKK3-MEK5 PB1 binding, primary screen, biochemical, wildtype MEKK3, multiplex bead flow cytometry, Alexa488-MEK5; Mitogen-activated protein kinase kinase kinase 3 (Homo sapiens), Q99759; bead-based flow cytometry, Alexa488-MEK5 binding to MEKK3; actives lie on both sides; 0 = blocked by unlabeled MEK5, 100 = vehicle; binding response (% of control), % at 10 µM; 290,000 tested, 1.4% active;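 active = binding response more than 3 SD above or below the average of its plate-row segment, actives on both sides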;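 also: Alexa488 bead fluorescence after subtracting the streptavidin-only scavenger bead signal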
Target sequence (Q99759 whole entry, looked up): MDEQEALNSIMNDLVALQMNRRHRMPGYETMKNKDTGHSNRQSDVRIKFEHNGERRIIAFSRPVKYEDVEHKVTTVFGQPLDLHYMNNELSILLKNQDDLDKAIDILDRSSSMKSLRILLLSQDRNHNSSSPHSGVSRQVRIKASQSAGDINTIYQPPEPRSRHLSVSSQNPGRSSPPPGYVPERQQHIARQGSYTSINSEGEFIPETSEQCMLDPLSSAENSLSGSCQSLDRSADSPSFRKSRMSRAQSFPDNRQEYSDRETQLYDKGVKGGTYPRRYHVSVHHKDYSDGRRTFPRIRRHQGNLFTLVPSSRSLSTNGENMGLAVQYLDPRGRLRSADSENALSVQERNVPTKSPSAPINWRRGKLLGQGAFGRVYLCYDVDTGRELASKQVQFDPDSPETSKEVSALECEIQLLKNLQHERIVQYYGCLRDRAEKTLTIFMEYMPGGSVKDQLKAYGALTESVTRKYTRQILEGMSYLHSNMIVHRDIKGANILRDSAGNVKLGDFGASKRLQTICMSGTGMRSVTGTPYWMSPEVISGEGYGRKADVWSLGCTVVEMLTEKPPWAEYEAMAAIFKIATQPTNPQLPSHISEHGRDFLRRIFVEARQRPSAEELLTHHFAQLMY
IDE cell inh – human IDE inhibitors in live cells, primary screen, fluorescence polarization, HEK cells, FAbetaB substrate; Insulin-degrading enzyme (Homo sapiens), P14735; 320,000 tested, 0.41% active; FAbetaB cleavage; inhibition, % at 5.59 µM;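 active = percent inhibition above the average of all tested compounds plus 3 SD, set per screening campaign, cut at about 16% in these data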;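 also: IDE supplied by intact live HEK cells; FP after avidin binding of uncleaved biotin substrate so inhibition keeps polarization high; 0% = DMSO wells and 100% = 60 µM reference IDE inhibitor Ii1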
MEKK2 WT-MEK5 – modulators of MEK5 binding to wildtype MEKK2, primary screen, biochemical, multiplex bead flow cytometry, Alexa488-MEK5; AID 1531, 2009; Alexa488-MEK5 binding to MEKK2 WT; actives lie on both sides; binding response (% of control), % at 10 µM; 290,000 tested, 1.1% active; in the data active = binding response below about 67% or above about 130%
* marks the source's active call; other numbers are inactive results.

Screening Cc1ccc(NC(=O)c2c(C)nc3ccccn23)cc1C returned SUMO HTRF inh 2, MEKK2mut PB1 HTS -3, p-CIP stab down 10, IDE act 1, PfM18AAP inh 3, NALP1 inh -52, MEKK3 PB1 HTS 102, IDE cell inh 0 and MEKK2 WT-MEK5 98.
Cn1cnc(S(=O)(=O)Nc2ccccc2N2CCOCC2)c1 was read as SUMO HTRF inh 17, MEKK2mut PB1 HTS 20, p-CIP stab down 1, PfM18AAP inh -17, NALP1 inh 20, MEKK3 PB1 HTS 122, IDE cell inh 0 and MEKK2 WT-MEK5 120.
`CN(C(=O)COc1ccc(S(=O)(=O)N2CCOCC2)cc1[N+](=O)[O-])C1CCS(=O)(=O)C1` (stereo unspecified) gave SUMO HTRF inh 20, MEKK2mut PB1 HTS 3, p-CIP stab down -1, IDE act 3, PfM18AAP inh -7, NALP1 inh 6, MEKK3 PB1 HTS 101, IDE cell inh 3 and MEKK2 WT-MEK5 105.
`O=C(Nc1cccc2ccccc12)c1onc2c1CCCC2` gave SUMO HTRF inh 22, MEKK2mut PB1 HTS 3, p-CIP stab down -6, IDE act -2, PfM18AAP inh -6, NALP1 inh 7, MEKK3 PB1 HTS 102, IDE cell inh 0 and MEKK2 WT-MEK5 106.
Screening COc1cccc(/C=N/c2sc(Cc3ccccc3)c(C)c2C(N)=O)c1O returned SUMO HTRF inh 5, MEKK2mut PB1 HTS -2, p-CIP stab down 6, IDE act 4, PfM18AAP inh 34*, NALP1 inh 26, MEKK3 PB1 HTS 97, IDE cell inh 2 and MEKK2 WT-MEK5 97.
COCCCNC(=S)N/N=C/c1ccccc1O was read as SUMO HTRF inh 17, MEKK2mut PB1 HTS -2, p-CIP stab down 5, IDE act 11, PfM18AAP inh 21, NALP1 inh -12, MEKK3 PB1 HTS 96, IDE cell inh -7 and MEKK2 WT-MEK5 98.
Cc1cc(C)c2nc(NNC(=O)c3ccc(S(=O)(=O)N4CC(C)CC(C)C4)cc3)sc2c1 (stereo unspecified) was read as SUMO HTRF inh -13, MEKK2mut PB1 HTS 1, p-CIP stab down 4, IDE act -9, PfM18AAP inh 29*, NALP1 inh 29, MEKK3 PB1 HTS 109, IDE cell inh 1 and MEKK2 WT-MEK5 99.
For Cc1cc(C)n(-c2nc3ccccc3[nH]c2=O)n1 the results were SUMO HTRF inh 11, MEKK2mut PB1 HTS -2, p-CIP stab down -4, IDE act -3, PfM18AAP inh 3, NALP1 inh 6, MEKK3 PB1 HTS 98, IDE cell inh 3 and MEKK2 WT-MEK5 100.
`Cc1ccc(NC(=O)/C(=C\c2ccccc2)NC(=O)c2ccco2)cc1` gave SUMO HTRF inh 9, MEKK2mut PB1 HTS 1, p-CIP stab down -1, IDE act -5, PfM18AAP inh -1, NALP1 inh -2, MEKK3 PB1 HTS 106, IDE cell inh 2 and MEKK2 WT-MEK5 103.
O=C(c1c[nH]c(C(=O)C(Cl)(Cl)Cl)c1)c1ccc(F)cc1F was read as SUMO HTRF inh -3, MEKK2mut PB1 HTS 3, p-CIP stab down -6, IDE act 0, PfM18AAP inh 4, NALP1 inh -6, MEKK3 PB1 HTS 106, IDE cell inh 6 and MEKK2 WT-MEK5 107.
O=C1CC(Cc2ccccc2)C(=O)N1CCCn1ccnc1 (stereo unspecified) was read as SUMO HTRF inh 28, p-CIP stab down -5, PfM18AAP inh 7, NALP1 inh 39 and IDE cell inh -8.
Screening C#CCNC(=O)C1=C[C@@H](c2ccc(C(F)(F)F)cc2)[C@H](CCCO)[C@@H](OCC)O1 returned SUMO HTRF inh 3, MEKK2mut PB1 HTS 7, p-CIP stab down -2, IDE act -1, PfM18AAP inh 1, NALP1 inh 6, MEKK3 PB1 HTS 102, IDE cell inh 0 and MEKK2 WT-MEK5 109.
Cc1cc(C)n(-c2nc(C(=O)O)cs2)n1 was read as SUMO HTRF inh 8, MEKK2mut PB1 HTS 0, p-CIP stab down -11, PfM18AAP inh -8, NALP1 inh 4, MEKK3 PB1 HTS 105, IDE cell inh -1 and MEKK2 WT-MEK5 100.
CCOC(=O)C1CCN(C(=O)Cn2cnc3sc(C)c(S(=O)(=O)N4CCC(C)CC4)c3c2=O)CC1 was read as SUMO HTRF inh 10, MEKK2mut PB1 HTS 8, p-CIP stab down -34, IDE act 3, PfM18AAP inh -4, NALP1 inh 2, MEKK3 PB1 HTS 105, IDE cell inh -2 and MEKK2 WT-MEK5 108.
O=Cc1ccc(N2Cc3ccccc3C2)cc1 was read as SUMO HTRF inh -4, MEKK2mut PB1 HTS 0, p-CIP stab down 4, IDE act -4, PfM18AAP inh 7, NALP1 inh 16, MEKK3 PB1 HTS 101, IDE cell inh -1 and MEKK2 WT-MEK5 98.
For COc1ccccc1NC(=O)CSc1nnc(-c2ccoc2C)n1C the results were SUMO HTRF inh 8, MEKK2mut PB1 HTS -2, p-CIP stab down -2, IDE act -1, PfM18AAP inh -17, NALP1 inh 8, MEKK3 PB1 HTS 105, IDE cell inh -2 and MEKK2 WT-MEK5 98.
COc1cccc(C2C(C(=O)c3ccco3)=C(O)C(=O)N2CCN(C)C)c1OC (stereo unspecified) was read as SUMO HTRF inh 13, MEKK2mut PB1 HTS -1, p-CIP stab down -13, IDE act 4, PfM18AAP inh 11, NALP1 inh 33, MEKK3 PB1 HTS 99, IDE cell inh -3 and MEKK2 WT-MEK5 101.
`CSC1=NCCN1CCOc1ccccc1` gave SUMO HTRF inh 8, MEKK2mut PB1 HTS -1, p-CIP stab down 2, PfM18AAP inh 0, NALP1 inh -9, MEKK3 PB1 HTS 110, IDE cell inh 1 and MEKK2 WT-MEK5 112.
O=S(=O)(Nc1ccccc1F)c1ccc2nsnc2c1 was read as SUMO HTRF inh 22, MEKK2mut PB1 HTS 1, p-CIP stab down -9, IDE act 3, PfM18AAP inh -14, NALP1 inh 10, MEKK3 PB1 HTS 100, IDE cell inh 3 and MEKK2 WT-MEK5 98.
CN1CCN(S(=O)(=O)c2cccc(C(=O)NCc3ccccc3Cl)c2)CC1 was read as SUMO HTRF inh 8, MEKK2mut PB1 HTS -5, p-CIP stab down -6, IDE act 2, PfM18AAP inh -2, NALP1 inh 17, MEKK3 PB1 HTS 93, IDE cell inh -3 and MEKK2 WT-MEK5 88.
For CN1CCN(Cc2nc3ccccc3c(=O)n2Cc2nc(-c3ccc([N+](=O)[O-])cc3)cs2)CC1 the results were SUMO HTRF inh 8, MEKK2mut PB1 HTS 40, p-CIP stab down -10, IDE act 1, PfM18AAP inh -1, NALP1 inh 15, MEKK3 PB1 HTS 101, IDE cell inh 1 and MEKK2 WT-MEK5 132.
Screening Cc1onc(-c2ccccc2)c1C(=O)N/N=C/c1cc(Br)c(Br)o1 returned SUMO HTRF inh -40, MEKK2mut PB1 HTS -1, p-CIP stab down 2, IDE act -1, PfM18AAP inh 10, NALP1 inh 20, MEKK3 PB1 HTS 94, IDE cell inh 13 and MEKK2 WT-MEK5 95.
CCOC(=O)CC(=O)CSc1ncnc2c1nnn2-c1ccc(OC)cc1 was read as SUMO HTRF inh -1, MEKK2mut PB1 HTS -5, p-CIP stab down -3, IDE act 2, PfM18AAP inh 4, NALP1 inh 2, MEKK3 PB1 HTS 104, IDE cell inh 0 and MEKK2 WT-MEK5 99.
C/C(Cl)=C\Cn1c(O)c(N=O)c2ccccc21 was read as SUMO HTRF inh -5, MEKK2mut PB1 HTS -8, p-CIP stab down -8, IDE act 5, PfM18AAP inh 4, NALP1 inh -16, MEKK3 PB1 HTS 101, IDE cell inh -3 and MEKK2 WT-MEK5 89.
For CCCCN(C(=O)CSc1nnc(-c2ccccc2OC)n1C)c1c(N)n(Cc2ccccc2)c(=O)[nH]c1=O the results were SUMO HTRF inh 6, MEKK2mut PB1 HTS 0, p-CIP stab down -2, IDE act -4, PfM18AAP inh -8, NALP1 inh 20, MEKK3 PB1 HTS 100, IDE cell inh 7 and MEKK2 WT-MEK5 104.
CC1CCCCN1S(=O)(=O)c1ccc(S(=O)(=O)N(CC(=O)Nc2ccccc2)Cc2cccs2)cc1 (stereo unspecified) was read as SUMO HTRF inh -6, MEKK2mut PB1 HTS -3, p-CIP stab down -2, IDE act -2, PfM18AAP inh 2, NALP1 inh 29, MEKK3 PB1 HTS 100, IDE cell inh 12 and MEKK2 WT-MEK5 101.
`CN=C1CC(SC)=C1c1ccc(C)cc1` gave SUMO HTRF inh -11, MEKK2mut PB1 HTS 1, p-CIP stab down 0, IDE act 2, PfM18AAP inh -5, NALP1 inh 12, MEKK3 PB1 HTS 105, IDE cell inh 1 and MEKK2 WT-MEK5 98.
Clc1ccccc1CN1CCN(CCCc2ccccc2)CC1 was read as SUMO HTRF inh 11, MEKK2mut PB1 HTS -1, p-CIP stab down 5, IDE act 4, PfM18AAP inh 6, NALP1 inh 22*, MEKK3 PB1 HTS 123 and MEKK2 WT-MEK5 112.
`COC(=O)COc1ccc2oc(=O)cc(-c3cc4cccc(OC)c4o3)c2c1` gave SUMO HTRF inh 11, MEKK2mut PB1 HTS -7, p-CIP stab down -3, IDE act 4, PfM18AAP inh 0, NALP1 inh 12, MEKK3 PB1 HTS 95, IDE cell inh 1 and MEKK2 WT-MEK5 91.
Screening COc1ccc(C(=O)CSc2nccn2C)cc1 returned SUMO HTRF inh 7, MEKK2mut PB1 HTS 2, p-CIP stab down 2, IDE act 1, PfM18AAP inh 0, NALP1 inh 11, MEKK3 PB1 HTS 101, IDE cell inh 6 and MEKK2 WT-MEK5 104.
`CC(C)NS(=O)(=O)c1ccc(NC(=S)NC(=O)c2cccc([N+](=O)[O-])c2)cc1` gave SUMO HTRF inh 1, MEKK2mut PB1 HTS 2, p-CIP stab down -6, IDE act 3, PfM18AAP inh 3, NALP1 inh 7, MEKK3 PB1 HTS 103, IDE cell inh 1 and MEKK2 WT-MEK5 102.
Screening CCN(CC)S(=O)(=O)c1cccc(C(=O)Oc2cccc(NC(=O)c3cccs3)c2)c1 returned SUMO HTRF inh 4, MEKK2mut PB1 HTS -2, p-CIP stab down 0, IDE act -2, PfM18AAP inh -9, NALP1 inh 45, MEKK3 PB1 HTS 93, IDE cell inh 3 and MEKK2 WT-MEK5 97.
Screening C(=N\Nc1nnnn1-c1ccccc1)/c1ccncc1 returned SUMO HTRF inh 0, MEKK2mut PB1 HTS -2, p-CIP stab down -3, IDE act -1, PfM18AAP inh 3, NALP1 inh 26, MEKK3 PB1 HTS 95, IDE cell inh 1 and MEKK2 WT-MEK5 98.

Assay outcomes deposited in PubChem BioAssay by several laboratories.

These rows are one share of the data (hit frequency here may not be typical).
